Screening data deposited in PubChem by several laboratories.
ABHD4 inh = inhibits mouse alpha/beta hydrolase domain 4. purified mABHD4, FP-Rh probe fluorescence polarization. Q8VD66. 0.54% of 370,000 active. AID 720543. inhibition, % at 8.92 µM;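 active = inhibition exceeding the mean over every tested compound plus 3 SD, cut at about 30% in these data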;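 note: 0% = plate median of compound wells and 100% = S159A mutant with DMSO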
Target sequence (Q8VD66 whole entry, looked up, the tested form may be a part): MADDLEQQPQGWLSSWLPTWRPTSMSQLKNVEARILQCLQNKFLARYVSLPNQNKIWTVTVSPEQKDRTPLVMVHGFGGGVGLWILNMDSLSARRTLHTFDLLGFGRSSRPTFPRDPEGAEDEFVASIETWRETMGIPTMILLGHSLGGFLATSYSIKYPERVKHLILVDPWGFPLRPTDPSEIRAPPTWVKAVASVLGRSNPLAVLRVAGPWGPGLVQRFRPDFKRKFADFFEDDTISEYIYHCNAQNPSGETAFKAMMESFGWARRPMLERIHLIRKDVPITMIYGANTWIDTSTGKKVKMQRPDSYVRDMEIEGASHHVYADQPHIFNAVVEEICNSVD
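Test system: mABHD4 protein; Read-out basis: % inhibition; Incubation: 45 min + 60 min at 25 °C; Repeats: single replicate; Technique: fluorescence polarization with parallel and perpendicular emission, 525/598 nm; Compound: 8.92 µM, single dose; Benchmarks: full inhibition S159A mutant plus DMSO, zero as sample-well median.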
HTRA1 inh = HTRA1 (human) protease inhibition; AID 504803; recombinant HTRA1, FP-rhodamine activity-based probe, fluorescence polarization; 0.5% of 340,000 active; inhibition, % at 5.96 µM; Q92743; in the data active = inhibition above about 36%;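 note: 0% = enzyme with DMSO and 100% = wells lacking enzyme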
PG9 binder = PG9 antibody binding by small molecule; inhibition, % at 6.7 µM; TR-FRET gp120-PG9 antibody binding; 0.43% of 360,000 active; in the data active = inhibition above about 8.5%
TCR-CD3 inh = human TCR-CD3 binding inhibition; TAMRA-labeled TCR probe fluorescence, biochemical; inhibition, % at 9.4 µM; 0.37% of 360,000 active; AID 651800; in the data active = inhibition above about 19%;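 note: recombinant mutant TCR 2C K166C tagged with TAMRA read by polarization; 0% = receptor in buffer alone and 100% = receptor with positive control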
rCAG binder = r(CAG) repeat RNA binding; 1.3% of 370,000 active; inhibition, % at 3 µM; AID 651821; TO-PRO-1 dye displacement fluorescence;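 active = inhibition above the plate cutoff, the mean of all test compounds on that plate plus 3 SD, cut at about 35% in these data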;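 note: 0% = DMSO alone and 100% = 100 µM mitoxantrone as full dye displacement; higher means more dye released from RNA so lower well fluorescence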
TDP2 absorb = blocks human TDP2 phosphodiesterase activity; O95551; recombinant TDP2, T5PNP hydrolysis, p-nitrophenol absorbance 415 nm; inhibition, % at 12.8 µM; 0.34% of 370,000 active; AID 720702;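 active = inhibition above the mean of all tested compounds plus 3 SD, set per campaign, cut at about 25% in these data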;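 note: 0% = DMSO with enzyme and 100% = buffer with substrate but no TDP2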
Target sequence (O95551 whole entry, looked up): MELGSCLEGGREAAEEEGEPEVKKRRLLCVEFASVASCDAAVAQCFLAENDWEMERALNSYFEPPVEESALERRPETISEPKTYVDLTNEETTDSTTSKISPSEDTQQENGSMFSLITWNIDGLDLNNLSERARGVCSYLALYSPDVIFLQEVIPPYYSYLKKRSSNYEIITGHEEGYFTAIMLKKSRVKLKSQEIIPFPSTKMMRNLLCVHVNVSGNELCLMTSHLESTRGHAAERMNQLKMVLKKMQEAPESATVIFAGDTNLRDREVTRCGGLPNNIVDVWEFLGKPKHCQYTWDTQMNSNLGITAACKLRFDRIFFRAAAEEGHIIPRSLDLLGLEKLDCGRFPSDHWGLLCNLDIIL
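test system = human TDP2 enzyme | input = TDP2 enzyme at 120 nM final | medium = 50 mM Tris-HCl pH 7.5 with Mg2+, KCl, DTT, BSA | also added = T5PNP substrate, 5 mM | times = 2 h at 37 °C | technique = epi absorbance | benchmarks = high control without enzyme, low control DMSO plus TDP2 | replication = each compound tested once, singlicate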
NR1D1 modulator = modulates human Rev-erb alpha binding to DNA; P20393; Rev-erbα–FITC-DNA binding, fluorescence polarization, 90 min; activity, % at 10 µM; 0.79% of 370,000 active;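 active = activity above about 14%, limit read from the data; passing the limit was not always enough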;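 note: 0% = DMSO wells with 35 nM protein and 100% = DMSO wells with 750 nM protein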
PRMT1 FP inh = blocks human protein arginine methyltransferase 1. Q99873. recombinant PRMT1, activity-based probe fluorescence polarization. inhibition, % at 2.79 µM. 1.3% of 370,000 active. AID 652257;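 active = inhibition above about 21% made by adding two undisclosed values, limit read from the data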
Target sequence (Q99873 whole entry, looked up): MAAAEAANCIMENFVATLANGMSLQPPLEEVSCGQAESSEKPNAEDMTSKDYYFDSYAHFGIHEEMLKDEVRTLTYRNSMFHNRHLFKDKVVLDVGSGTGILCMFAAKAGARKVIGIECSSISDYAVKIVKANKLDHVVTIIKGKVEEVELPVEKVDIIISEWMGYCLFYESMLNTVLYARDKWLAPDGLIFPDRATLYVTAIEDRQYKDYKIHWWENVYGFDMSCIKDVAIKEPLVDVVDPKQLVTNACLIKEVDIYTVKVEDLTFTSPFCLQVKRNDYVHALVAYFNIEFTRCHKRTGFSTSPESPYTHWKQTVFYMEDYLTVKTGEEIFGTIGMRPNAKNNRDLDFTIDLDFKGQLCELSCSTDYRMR
SIAE primary = inhibitors of human sialic acid acetylesterase SIAE. Q9HAT2. SIAE FP-Rh probe binding, fluorescence polarization. inhibition, % at 9.66 µM. 0.69% of 370,000 active. AID 1053197;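 active = inhibition above a cutoff: mean of compounds within the control limits plus 3 SD of those, cut at about 17% in these data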;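 note: 0% = plate median of compound wells and 100% = probe without SIAE protein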
LEDGF integ inh = blocks HIV-1 LEDGF/p75-dependent DNA integration | TR-FRET IN-LEDGF/p75 DNA integration, Eu/Cy5 | inhibition, % at 3.7 µM | 0.64% of 370,000 active;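 active = inhibition above the screen-wide mean plus 3 SD, cut at about 13% in these data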;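 note: signal is the Cy5 over europium emission ratio at 671 and 618 nm; 0% = plate median of compound wells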
Starred values were filed as active, the others as inactive; . = not tested or not shown. The list is partial; the hit share may differ from the screen's.

SMILES	ABHD4 inh	HTRA1 inh	PG9 binder	TCR-CD3 inh	rCAG binder	TDP2 absorb	NR1D1 modulator	PRMT1 FP inh	SIAE primary	LEDGF integ inh
COc1ccc(-n2c(Cc3cccn3C)nnc2SCC(=O)Nc2ccccc2F)cc1	-1	-5	0.1	3	4	-9	2	0	4	-2
Cc1ccc(S(=O)(=O)NC(=O)c2cc(C)n(C3CC3)c2C)cc1	12	3	-0.8	4	3	-4	-6	-3	24*	1
O=C(Nc1ccc(F)c(Cl)c1)c1ccc2sc([C@@H]3O[C@H](CO)[C@H](O)[C@H](O)[C@H]3O)nc2c1	-4	.	0.3	5	1	16	4	-1	-4	-1
O=S(=O)(c1ccc2c(c1)OCCO2)N1CCN(S(=O)(=O)c2ccco2)CC1	3	-7	-0.8	-3	8	-3	-9	2	1	4
O=C(CCS(=O)(=O)c1cccs1)N1CCCC1	11	5	-0.4	5	0	4	-1	0	-2	-2
C#Cc1ccc(NC(=O)C2(C)CCN2C(=O)C/C=C/c2ccccc2)cc1 (stereo not given)	-10	.	0.7	-5	5	-2	-3	5	-6	-5
CN1CCCN(C(=O)c2cc(=O)[nH]c3ccccc23)c2nc3ccccc3nc21	2	-8	-1.3	-1	-7	-6	4	-1	5	0
CCOC(=O)N1CCN(C(=O)c2ccc(OC)cc2)CC1	-2	3	-0.2	0	-3	4	.	-1	-2	1
Cc1cc(C)c(S(=O)(=O)Nc2cccc(C(=O)O)c2)cc1S(=O)(=O)Nc1cccc(C(=O)O)c1	2	9	-1.2	5	3	11	0	-3	3	-1
O=C(CCN1CCN(C/C=C/c2ccccc2)CC1)Nc1ccccc1	5	7	0.0	3	-8	-5	-2	-1	-1	-1
CCc1ccc(-n2c(SCC(=O)N3CCC(C(=O)O)CC3)nnc2-c2ccncc2)cc1	-4	2	0.9	-1	1	-8	1	-1	-2	3
CC(Oc1ccc(Cl)cc1)C(=O)Nc1ccc(S(=O)(=O)Nc2nccs2)cc1 (stereo not given)	8	-11	-1.1	6	44*	8	-3	-2	-3	1
COc1ccc(NS(=O)(=O)c2cccc(C(=O)NCCc3ccc(S(N)(=O)=O)cc3)c2)cc1	-3	-1	-0.2	-3	-1	8	1	0	-5	1
O=C(C=Cc1ccccc1O)c1ccccc1O	-19	-14	-3.3	-1	4	-10	1	0	-8	0
CC(C)(C)CC(=O)Nc1cc2c3c(c1)CCC(=O)N3CCC2	3	3	0.2	-4	-3	8	-2	0	3	2
CC(C)CCNC(=O)c1cc(S(=O)(=O)N2CCc3ccccc32)cn1C	-6	-15	0.0	4	2	-7	3	-1	-2	1
Cc1ccc(S(=O)(=O)Nc2cc(C(=O)Nc3cc(C)cc(C)c3)ccc2Cl)cc1	-60	-59	1.0	3	36*	2	8	-2	-36	0
COc1ccc(NC(=S)N(CCCN2CCOCC2)Cc2cn(C)c3ccccc23)cc1	1	4	-2.0	1	-3	4	-1	2	5	-1
Clc1ccc(/C=N/NC(=Nc2ccccc2)c2ccccn2)c(Cl)c1	-10	-6	-0.8	-7	1	-5	0	-2	1	-3
C/C(=N\NC(=O)c1cc(C)nc2ccc(C)cc12)c1ccncc1	1	0	-1.4	-3	-3	-11	-1	3	-10	-8
CCCCN(C=O)c1c(CC)nc2ccc(C(=O)N(C)Cc3ccccc3)cn12	1	.	0.0	-3	-6	3	0	5	-1	3
CCOc1ccc(NC(=O)c2ccc3c(c2)N(Cc2ccc(F)cc2)C(=O)CS3=O)cc1 (stereo not given)	-12	-9	0.2	4	13	1	0	4	2	1
COc1ccccc1N1CCN(/N=C/C=C\c2ccccc2[N+](=O)[O-])CC1	-2	-5	0.8	5	-6	10	7	1	7	-1
CCCc1cc(=O)oc2c3c(cc(OCC(=O)NCc4ccncc4)c12)OC(C)(C)CC3	5	-12	-1.7	5	-3	6	-1	-4	5	-3
N/C(Cc1ccccc1Sc1ccccc1)=N\O	-2	6	-0.9	2	-1	4	5	3	4	1
O=[N+]([O-])c1ccc(N/N=C/c2ccccc2)cc1	7	-8	-2.4	-4	10	-15	1	-2	2	4
[N-]=[N+]=NC[C@H](Cc1ccccc1)N1CC[C@@H](OCc2ccccc2)CCC1=O	-11	0	2.4	-4	1	-11	-3	4	-2	-1
Cc1ccc(NC(=O)c2ccc(S(=O)(=O)C(F)F)cc2)c(C)c1	0	-7	0.2	-1	-3	7	4	-3	14	0
CC1CCC(NC(=O)CCn2ccc3cc(S(=O)(=O)N4CCCC4)ccc32)CC1 (stereo not given)	-8	-7	0.7	3	-1	4	2	-2	1	0
O=C(C[C@H]1C=C[C@@H](NC(=O)c2ccncc2)[C@@H](CO)O1)NCC1CC1	7	.	-0.6	-11	-1	5	7	3	2	-3
Cc1cc(NC(=O)COC(=O)c2c(C)c(C)c(C)c(C)c2C)no1	-3	-10	0.1	-2	-1	-1	10	-4	6	-3
O=C(Nc1ccc(Cl)cc1)C1CCCN1S(=O)(=O)c1cccc2cccnc12 (stereo not given)	5	.	.	.	3	-7	-3	-7	8	1
Cc1cc(-c2ccccc2)nc(SCC(=O)c2cccc([N+](=O)[O-])c2)n1	-5	-25	-1.0	-5	4	-7	-5	2	-5	1
COC(=O)C(O)(CC(=O)Nc1ccccc1OC)C(F)(F)F (stereo not given)	0	4	-1.1	4	2	4	-5	2	0	-3
COc1ccccc1CNC(=O)COC(=O)CC1CC2CCC1C2 (stereo not given)	3	-7	0.1	-6	0	-3	-4	-1	-1	-10
CCOCCCN1CN(Cc2ccco2)CNC1=S	4	0	-1.6	8	-2	5	-4	0	-5	5
COCCNC(=O)c1ccccc1NC(=O)C1COc2ccccc2O1 (stereo not given)	6	1	0.7	3	-2	6	-2	-2	1	2
CN1CCN(C(=O)c2ccc(-c3cnc4cccnn34)cc2)CC1	-9	.	-0.3	-7	1	0	3	4	0	2
CCN(CC)c1ccc(S(=O)(=O)N2CCOCC2)cc1NC(=O)CSc1cccc[n+]1[O-]	6	-5	-2.3	5	4	5	-4	5	0	2
Cc1ccc2c(=O)n3c(nc2c1)C(Cc1ccccc1)NC(=O)c1cccnc1-3 (stereo not given)	3	-3	0.8	3	1	-1	-1	-3	-6	2

Copied from the list.
Cc1cc(-c2ccccc2)nc(SCC(=O)c2cccc([N+](=O)[O-])c2)n1 in HTRA1 inh → -25
CCOCCCN1CN(Cc2ccco2)CNC1=S in HTRA1 inh → 0

Additional entries follow.
SMILES	ABHD4 inh	HTRA1 inh	PG9 binder	TCR-CD3 inh	rCAG binder	TDP2 absorb	NR1D1 modulator	PRMT1 FP inh	SIAE primary	LEDGF integ inh
CCOc1ccc(-c2nc(C#N)c(N3CCN(Cc4ccccc4)CC3)o2)cc1	-1	1	0.7	-2	5	-4	-1	-2	3	0
COc1ccc(C(=O)c2ccc(N(C)C)cc2)c2ccccc12	4	-33	1.3	6	0	-1	2	1	-2	0
O=C(Cc1ccc(S(=O)(=O)N2CCCC2)s1)Nc1nc2c(s1)CCCC2	8	-13	-0.9	0	25	-8	-4	9	0	3
CC(=O)c1ccc(-n2nncc2-c2ccc([N+](=O)[O-])cc2)cc1	0	-1	-0.9	5	-3	6	-4	-1	-5	0
O=C(Nc1ncc2c(n1)-c1ccccc1OC2)c1ccc(F)cc1	1	-10	2.0	3	-2	-19	-1	-3	7	-1
CCC(=O)c1ccc(OCC(O)CN2CCN(c3ccc(F)cc3)CC2)cc1 (stereo not given)	3	-2	1.4	2	-1	-4	1	1	8	0
O=C(CN1CCCC1)Nc1ccc(Cl)cc1C(F)(F)F	2	1	-0.7	-2	1	8	-1	-1	-5	-5
COc1ccc(C2CC2C(C)=O)cc1 (stereo not given)	-1	-175	-2.0	5	3	3	2	-1	3	-8
CCOc1[nH]n(-c2ccc(Cl)cc2)c(=O)c1C=Nc1ccc(OC)cc1	-1	2	-0.4	9	0	-5	-5	-1	-4	0
COc1ccc(C2/C(=C(\O)c3ccc4c(c3)OCCO4)C(=O)C(=O)N2CCCN(C)C)cc1 (stereo not given)	6	4	2.3	-6	-2	-2	1	2	1	-1

Three of the compounds above, field by field.
> CN1CCCN(C(=O)c2cc(=O)[nH]c3ccccc23)c2nc3ccccc3nc21
  ABHD4 inh = 2	HTRA1 inh = -8	PG9 binder = -1.3	TCR-CD3 inh = -1	rCAG binder = -7	TDP2 absorb = -6	NR1D1 modulator = 4	PRMT1 FP inh = -1	SIAE primary = 5	LEDGF integ inh = 0
> CCOC(=O)N1CCN(C(=O)c2ccc(OC)cc2)CC1
  ABHD4 inh = -2	HTRA1 inh = 3	PG9 binder = -0.2	TCR-CD3 inh = 0	rCAG binder = -3	TDP2 absorb = 4	NR1D1 modulator = .	PRMT1 FP inh = -1	SIAE primary = -2	LEDGF integ inh = 1
> Cc1cc(C)c(S(=O)(=O)Nc2cccc(C(=O)O)c2)cc1S(=O)(=O)Nc1cccc(C(=O)O)c1
  ABHD4 inh = 2	HTRA1 inh = 9	PG9 binder = -1.2	TCR-CD3 inh = 5	rCAG binder = 3	TDP2 absorb = 11	NR1D1 modulator = 0	PRMT1 FP inh = -3	SIAE primary = 3	LEDGF integ inh = -1

Four entries from above, with each value named:
> CCOc1ccc(-c2nc(C#N)c(N3CCN(Cc4ccccc4)CC3)o2)cc1
  ABHD4 inh = -1; HTRA1 inh = 1; PG9 binder = 0.7; TCR-CD3 inh = -2; rCAG binder = 5; TDP2 absorb = -4; NR1D1 modulator = -1; PRMT1 FP inh = -2; SIAE primary = 3; LEDGF integ inh = 0

> COc1ccc(C(=O)c2ccc(N(C)C)cc2)c2ccccc12
  ABHD4 inh = 4; HTRA1 inh = -33; PG9 binder = 1.3; TCR-CD3 inh = 6; rCAG binder = 0; TDP2 absorb = -1; NR1D1 modulator = 2; PRMT1 FP inh = 1; SIAE primary = -2; LEDGF integ inh = 0

> O=C(Cc1ccc(S(=O)(=O)N2CCCC2)s1)Nc1nc2c(s1)CCCC2
  ABHD4 inh = 8; HTRA1 inh = -13; PG9 binder = -0.9; TCR-CD3 inh = 0; rCAG binder = 25; TDP2 absorb = -8; NR1D1 modulator = -4; PRMT1 FP inh = 9; SIAE primary = 0; LEDGF integ inh = 3

> CC(=O)c1ccc(-n2nncc2-c2ccc([N+](=O)[O-])cc2)cc1
  ABHD4 inh = 0; HTRA1 inh = -1; PG9 binder = -0.9; TCR-CD3 inh = 5; rCAG binder = -3; TDP2 absorb = 6; NR1D1 modulator = -4; PRMT1 FP inh = -1; SIAE primary = -5; LEDGF integ inh = 0

(cont.)
SMILES	ABHD4 inh	HTRA1 inh	PG9 binder	TCR-CD3 inh	rCAG binder	TDP2 absorb	NR1D1 modulator	PRMT1 FP inh	SIAE primary	LEDGF integ inh
CC1CCCC(N2CCN(C(=O)c3ccc(F)cc3)CC2)C1 (stereo not given)	9	-2	-0.7	-2	-1	1	4	0	2	-2
O=C(NN=C1CCCC1)c1ccc(O)cc1	7	7	0.9	-1	-2	-2	-2	4	3	1
O=C(O)/C=C/C(=O)Nc1ccc(OC(F)F)cc1	-1	-5	2.6	-5	0	6	-2	5	1	3
O=C1c2ccccc2C(=O)N1CCC#Cc1ccc2cc(CCO)oc(=O)c2c1	-1	-7	-2.5	1	-3	-7	-3	1	6	-1
